Bioassay records deposited in PubChem BioAssay by The Scripps Research Institute Molecular Screening Center.
V1R ag counter: activates human V1a receptor in oxytocin agonist counter-screen | P37288 | CHO-V1R cells, Fluo-8 calcium fluorescence, agonist mode; 0% DMSO, 100% 3 nM vasopressin | activation, % at 3 µM | 320,000 tested, 0.25% active;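 active = activation above the mean activation of all tested compounds plus 3 SD, per screening run, cut at about 20% in these data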;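 note: signal is peak over basal fluorescence ratio across a 100 second FLIPR read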
OXTR ag: agonists of human oxytocin receptor. 320,000 tested, 0.32% active. activation, % at 3 µM. CHO-OTR cells, Fluo-8 calcium fluorescence; normalized: DMSO 0%, oxytocin 100%. P30559;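 active = activation above the mean of all tested compounds plus 3 SD, cutoff set per screening run, cut at about 20% in these data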;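 note: peak over basal fluorescence ratio from a 100 s FLIPR kinetic read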
Target sequence (P30559 whole entry, looked up): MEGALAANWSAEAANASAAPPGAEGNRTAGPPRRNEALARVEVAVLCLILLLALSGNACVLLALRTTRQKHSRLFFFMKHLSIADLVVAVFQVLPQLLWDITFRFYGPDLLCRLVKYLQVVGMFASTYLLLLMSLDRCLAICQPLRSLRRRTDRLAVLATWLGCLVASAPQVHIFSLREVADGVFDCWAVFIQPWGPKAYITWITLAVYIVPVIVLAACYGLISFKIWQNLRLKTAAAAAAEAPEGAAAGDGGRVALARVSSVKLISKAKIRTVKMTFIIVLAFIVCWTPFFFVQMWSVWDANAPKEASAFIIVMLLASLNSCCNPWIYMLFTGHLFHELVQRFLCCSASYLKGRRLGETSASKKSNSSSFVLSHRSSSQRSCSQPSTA
GalR3 antagonist: blocks the human galanin receptor 3; AID 651719; HEK293 GalR3-CNG cAMP membrane potential fluorescence; galR3 body fused to GalR1 C-terminus; O60755; 360,000 tested, 0.44% active; inhibition, % at 3 µM;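 active = inhibition above the screen-wide average plus 3 SD, cut at about 13% in these data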;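 note: forskolin and galanin both at EC90 stimulate the cells; cAMP rise reported by CNG channel membrane potential dye signal; 0% = forskolin plus galanin with DMSO and 100% = forskolin alone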
Target sequence (O60755 1-299 limits assumed): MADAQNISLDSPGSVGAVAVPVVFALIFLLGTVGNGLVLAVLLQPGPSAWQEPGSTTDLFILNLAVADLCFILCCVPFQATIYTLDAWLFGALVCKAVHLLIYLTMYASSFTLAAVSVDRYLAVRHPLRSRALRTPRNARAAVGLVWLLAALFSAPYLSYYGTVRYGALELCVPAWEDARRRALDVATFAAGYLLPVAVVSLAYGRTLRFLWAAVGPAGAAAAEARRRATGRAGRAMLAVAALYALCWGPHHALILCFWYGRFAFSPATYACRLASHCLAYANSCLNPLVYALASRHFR
Numbers without * were called inactive.

Molecule	V1R ag counter	OXTR ag	GalR3 antagonist
COc1ccc(C2=NOC(Cn3nc(C(=O)NCc4cccs4)cc3-c3ccccc3)C2)cc1 (stereo not drawn)	2.0	0.7	-8.3
CC(Sc1n[nH]c(-c2ccccc2F)n1)C(=O)Nc1ccc(S(N)(=O)=O)cc1 (stereo not drawn)	-0.2	-0.9	-6.8
CCN(CC(=O)Nc1c(F)cccc1F)C(=O)CN(C)S(=O)(=O)c1ccc(F)cc1	0.0	-0.2	-5.5
O=C(OCCN1C(=O)c2ccccc2C1=O)C1CC(O)CN1S(=O)(=O)c1ccc(Cl)cc1 (stereo not drawn)	1.7	0.9	-3.9
COc1ccc(C)cc1NC(=O)CO/N=C(\N)CC(=O)NC1CCCCC1	-0.2	-0.8	-7.7
CN(C(=O)c1ccc(NC(=O)Cc2ccc(NC(=O)C3CCCN(C(=O)c4ccccc4)C3)cc2)cc1)C1CC1 (stereo not drawn)	0.6	2.2	-2.8
O=C(NCCS(=O)(=O)N1CCN(Cc2ccccc2)CC1)c1ccccc1	0.0	-0.4	-3.3
COc1cc(Cl)c(C)cc1NC(=O)CSc1nnc(CN2CCCC2)o1	-0.1	1.3	-5.8
CC(OC(=O)CNC(=O)c1sc2ccccc2c1Cl)C(=O)NC1(C#N)CCCCC1 (stereo not drawn)	3.1	3.5	-2.1
O=C(CN1C(=O)c2ccccc2S1(=O)=O)Nc1ncccn1	0.4	0.1	6.7
CS(=O)(=O)c1ccc(Cl)c(NC(=O)COC(=O)C23CC4CC(CC(C4)C2)C3)c1	0.3	-0.7	0.4
CN(CC(=O)Nc1ccccc1C(F)(F)F)C(=O)c1cccc(-n2cccc2)c1	-0.3	-0.8	0.5
O=C(COc1cccnc1[N+](=O)[O-])Nc1ncc(Cl)cc1Cl	3.0	2.0	-6.7
CCc1noc(C)c1C(=O)N1CCN(S(=O)(=O)c2ccc(Cl)s2)CC1	-0.9	-0.7	-2.4
O=C(Nc1ccc(N2CCCCCC2)cc1)c1cccc(S(=O)(=O)N2CCOCC2)c1	8.0	3.2	-6.3
Cc1ccc(C(=O)CCC(=O)OCc2nnc(-c3ccccc3)o2)cc1	3.0	0.8	-1.9
N#CCCN(C(=O)COC(=O)CCN=C1NS(=O)(=O)c2ccccc21)c1ccc(F)cc1	0.2	-0.4	4.8
O=C(NCCN1C(=O)S/C(=C\c2ccc(Cl)c([N+](=O)[O-])c2)C1=O)C1=COCCO1	9.9	10.8	-4.1
CN(Cc1ccccc1)S(=O)(=O)c1ccc(Cl)c(C(=O)OCC(=O)NC2CCS(=O)(=O)C2)c1 (stereo not drawn)	3.2	2.6	-5.5
Cc1ccnc(NC(=O)c2ccc(Cl)c(S(=O)(=O)N3CCCC3)c2)c1	4.2	3.6	-5.1
COc1ccc(OC)c(C(=O)COC(=O)c2ccc([N+](=O)[O-])o2)c1	-0.5	-0.3	-5.1
Cc1ncc(S(=O)(=O)c2ccc(Cl)cc2)c(N)n1	0.8	-0.4	-7.5
COc1ccc(CNC(=O)COC(=O)c2ccc3ccccc3n2)cc1	0.4	2.4	3.9
O=C(CCc1nc2ccccc2c(=O)[nH]1)NNC(=O)c1cccc(Cl)c1	-0.2	-0.6	-4.6
COc1ccccc1-n1cc2ccc([N+](=O)[O-])cc2n1	-2.0	-3.3	-3.5
COc1ccc(NC(=O)COC(=O)C2CCN(S(=O)(=O)c3cccs3)CC2)cc1OC	1.4	3.5	-3.8
Cc1noc(C)c1C(=O)Nc1nc2ccc(F)cc2s1	1.0	0.4	-5.1
Cc1ccc(-c2nc(C)sc2CC(=O)OCC(=O)Nc2ccc(F)c(Cl)c2)cc1	-0.9	-1.6	4.8
COc1ccc(NS(=O)(=O)c2ccc(C)c(C(=O)NNC(=O)c3ccccc3O)c2)cc1	0.0	-0.3	3.5
COc1ccc(N2CCN(C(=O)COC(=O)COc3cc(C)cc(C)c3)CC2)cc1	2.8	0.4	-4.1
CC(C)c1ccc(NC(=O)CN2C(=O)NC3(CCCCCCC3)C2=O)cc1	-0.5	-1.6	-3.5
CCCCN1C(=O)C(=O)N(CC(=O)Nc2cccc(C(C)=O)c2)C1=O	-0.4	0.9	-2.9
Cc1ccc(NC(=O)CSCC(=O)N2CCN(C(=O)c3ccco3)CC2)cc1	-0.3	-0.3	-2.3
CCN(CC(=O)Nc1ccccc1C(F)(F)F)C(=O)CSCc1c(C)noc1C	0.5	0.0	-6.0
CSCCC1NC(=O)N(CC(=O)Nc2ccc(Cl)c(S(=O)(=O)N3CCOCC3)c2)C1=O (stereo not drawn)	1.2	2.4	-1.6
CCC(NC(=O)CN1CCN(C(=O)c2cccs2)CC1)c1ccc(C)cc1 (stereo not drawn)	-0.3	-0.2	-2.2
O=C(OCC(=O)N1CCCc2ccccc21)c1ccc(S(=O)(=O)C(F)F)cc1	1.2	-0.1	0.8
O=S(=O)(Nc1ccccc1)c1ccc(S(=O)(=O)N2CCCC2)cc1	5.7	5.9	-4.0
CCCn1c(SCC(=O)NCC(=O)Nc2ccc(F)c(F)c2F)nc2ccccc2c1=O	-0.5	-1.8	-1.6
O=C(C1COc2ccccc2O1)N1CCN(c2ccccc2O)CC1 (stereo not drawn)	2.6	4.5	-6.6
O=C(c1cc(S(=O)(=O)N2CCOCC2)c(Cl)cc1Cl)N1CCN(S(=O)(=O)c2cccc(F)c2)CC1	0.2	-0.1	-5.8
CC1Cc2ccccc2N1C(=O)CSc1ncccn1 (stereo not drawn)	-0.3	-0.5	-5.0
NC(=O)c1ccsc1NC(=O)COC(=O)C1=NNC(=O)CC1	0.3	-0.2	-4.0
COc1ccc(-c2csc(NC(=O)CSCC(=O)Nc3cc(C)on3)n2)cc1	0.9	0.0	-1.0
COC(=O)[C@]1(C)CCC[C@@]2(C)C3CC[C@]4(OC(C)=O)C[C@@]3(CCC21)CC4=NO (stereo partly drawn)	-0.8	-1.6	-5.2
CCN(C[C@H]1N[C@@](CC)(C(=O)OC)[C@H]2C(=O)N(Cc3ccccc3)C(=O)[C@@H]12)C(C)=O	0.6	1.5	-2.1
O=C(COC(=O)c1cnc(Cl)c(Cl)c1)c1ccc(F)cc1	-0.3	-1.7	-7.2
CCC[C@@H](CN1CCC[C@H]1CN1C(N)=NC[C@H]1CC(C)C)N1C[C@@H](Cc2ccccc2)N(CCCC2CCCC2)C1=N	0.3	0.6	-4.1
CCOc1ccc2oc(C(=O)Nc3nccs3)c(C)c2c1	0.0	0.4	0.6
Cc1c(C(=O)OCC(=O)NCC2CCCO2)oc2ccccc12 (stereo not drawn)	0.5	1.1	-6.5

Remaining list, next part.
Molecule	V1R ag counter	OXTR ag	GalR3 antagonist
Cc1ccc(NC(=O)CSc2nnc(Cc3csc(C)n3)o2)cc1	-0.2	-0.3	-7.6
Cc1nc(-c2ccc(F)cc2)c(CC(=O)N(C)CC(=O)Nc2ccccc2C(F)(F)F)s1	-0.6	-1.6	-1.5
NC(=O)C1CCN(C(=O)CCn2c(=O)oc3ccccc32)CC1	2.4	3.8	-5.9
O=C(COC(=O)c1ccccc1SCC(=O)N1CCCC1)NC1CCCCC1	-1.1	-1.3	-2.2
CN1CCN(C2CCN(c3ccc(Nc4nnc(Cl)c(Nc5ccccc5S(C)(=O)=O)n4)c(OC(CF)CF)c3)CC2)CC1	0.9	1.2	-4.8
CCC1CCC/C1=N\NC(=O)c1ccccc1Cl (stereo not drawn)	0.9	0.5	1.4
Cc1cc(C(=O)CN2C(=O)C(=O)N(CCC3=CCCCC3)C2=O)c(C)n1C	-0.2	-1.3	-4.6
COc1ccc(C2=NCCn3c2c2ccc(C(F)(F)F)cc2[n+]3[O-])cc1	1.1	1.1	-2.2
Cc1cc(C(=O)OCC(=O)NC2CCC(C)CC2)c(C)o1 (stereo not drawn)	-0.1	-2.5	-6.2
CC1CCCC(C)N1C(=O)COC(=O)c1cc(F)c(F)cc1Cl (stereo not drawn)	-2.4	-2.3	-3.1
CN(CC(=O)Nc1ccccc1Br)C(=O)CNC(=O)c1cccs1	-0.2	0.4	-3.2
Cc1cc(C(=O)NNC(=O)c2ccc(C)s2)c(C)o1	0.4	-1.0	-3.8
CC(CCc1ccccc1)NC(=O)CN1C(=O)NC2(CCCCC2C)C1=O (stereo not drawn)	0.1	-1.5	-2.2
CN(c1ccccc1)S(=O)(=O)c1ccc(C(=O)Nc2ncccc2O)cc1	-0.1	0.6	-5.2
CCN(CC)CCn1c2c(c(SCC(=O)Nc3nccs3)nc1=O)CCCC2	1.3	0.3	-1.7
Cc1ccc(C)c(NC(=O)CN(C)C(=O)c2cc3c(s2)CCCCC3)c1	5.8	7.5	-4.3
CC(CNC(=O)CN1C(=O)NC2(CCOc3ccccc32)C1=O)c1ccccc1 (stereo not drawn)	0.2	1.4	3.3
COc1ccccc1NC(=O)C(C)Sc1nc2ccccc2c(=O)n1CC1CCCO1 (stereo not drawn)	-1.4	-2.6	-3.5
Cc1cc2c(cc1S(=O)(=O)NCc1ccccc1)NC(=O)CO2	-0.3	0.8	0.3
CCOc1ccc(NC(=O)CC(NC(C)=O)c2ccccc2)cc1S(=O)(=O)N1CCCC1 (stereo not drawn)	0.7	1.1	-1.4
COc1ccc2cc(-c3ccccc3F)ncc2c1	-0.5	-1.2	-4.7
Cc1ccc(C)c(C(=O)COC(=O)c2cc([N+](=O)[O-])ccc2N2CCOCC2)c1	-1.3	-1.0	-4.5
CC(=O)c1c(C)[nH]c(C(=O)COC(=O)COc2ccccc2F)c1C	5.8	6.1	-2.5
O=C(COC(=O)c1cc2ccccc2cc1O)NC1CCCCC1	3.5	4.7	-7.5
Cc1cc(C)n2nc(SC(C)C(=O)Nc3ccccc3F)nc2n1 (stereo not drawn)	0.3	0.0	-1.0

Laid out differently: entries from further up.
Structure: CCOc1ccc2oc(C(=O)Nc3nccs3)c(C)c2c1
  V1R ag counter: 0.0 | OXTR ag: 0.4 | GalR3 antagonist: 0.6

Structure: Cc1noc(C)c1C(=O)Nc1nc2ccc(F)cc2s1
  V1R ag counter: 1.0 | OXTR ag: 0.4 | GalR3 antagonist: -5.1

Structure: CCCn1c(SCC(=O)NCC(=O)Nc2ccc(F)c(F)c2F)nc2ccccc2c1=O
  V1R ag counter: -0.5 | OXTR ag: -1.8 | GalR3 antagonist: -1.6

Next part
Molecule	V1R ag counter	OXTR ag	GalR3 antagonist
C=CCNC(=O)c1ccc(NC(=O)CC2SC(N3CCCC3)=NC2=O)cc1 (stereo not drawn)	1.0	0.1	0.1
CCOc1ccc(NS(=O)(=O)c2ccc(C(=O)NCc3ccncc3)cc2)cc1	7.8	7.3	-1.4
COc1ccccc1NC(=O)COC(=O)CNC(=O)C1CCCCC1	0.9	1.7	-5.1
Cc1cc(-n2c(C)cc(C(=O)CN3C(=O)C(=O)N(C)C3=O)c2C)no1	1.1	-0.2	2.5
CCN(C[C@H]1N[C@@](CC)(C(=O)OC)[C@H]2C(=O)N(Cc3ccccc3)C(=O)[C@@H]12)C(=O)c1ccc(F)cc1	0.4	-0.4	-6.0
Cc1cccc(C(=O)O[C@H]2[C@H](Cc3ccccc3)NS(=O)(=O)[C@H]3CC4C=C[C@]23O4)c1	1.1	0.9	0.1
COc1ccccc1NC(=O)C(C)OC(=O)Cc1n[nH]c(=O)c2ccccc12 (stereo not drawn)	1.1	0.4	-1.9
O=C(Cn1ccc(NC(=O)OCc2ccccc2)nc1=O)NCc1nc2ccccc2[nH]1	0.3	-0.1	0.6
O=C(COC(=O)Cc1cccc(C(F)(F)F)c1)NC1CCS(=O)(=O)C1 (stereo not drawn)	0.2	-0.7	-5.8
C[C@H](OC(=O)c1[nH]cnc1C(=O)N1CCN(C(=O)OC(C)(C)C)CC1)c1ccccc1	1.0	1.8	-0.6
CC1CN(C(=O)c2ccccc2NS(=O)(=O)c2ccc(Cl)cc2)CC(C)O1 (stereo not drawn)	0.7	1.4	-0.6
COc1ccc(C(=O)Nc2ccc(NC(C)=O)cc2)cc1S(=O)(=O)N1CCCC1	-0.9	-0.8	-1.6
O=S(=O)(NCc1cccs1)c1ccccc1Cl	0.1	0.4	-3.1
CCc1ccc(-c2cnc3nc[nH]c(=O)c3n2)cc1	-0.3	-3.4	-3.8
Cc1cccn2c(=O)nc(SCC(=O)N3CCC(C)CC3)nc12	-0.2	-1.5	-2.6
Cc1ccc(S(=O)(=O)NCCC(=O)NNC(=O)COc2ccccc2Cl)cc1C	0.2	-0.6	-4.1
c1ccc(-c2cc3ccccc3cn2)cc1	-1.6	-2.4	1.1
CC[C@@]1(C(=O)OC)N[C@H](CN(C)S(=O)(=O)c2ccc(OC(F)(F)F)cc2)[C@@H]2C(=O)N(C)C(=O)[C@@H]21	-0.5	0.8	-5.6
Cc1ccc(NC(=S)NC(=O)c2cncc(Br)c2)cc1Cl	0.1	-1.1	-6.7
COc1ccc(-c2sc3ccccc3c2/C=C/c2ccncc2)cc1	-0.7	-1.1	-4.1
CC(C)CC1(C)NC(=O)N(CC(=O)N2C(C)CCCC2C)C1=O (stereo not drawn)	-0.5	2.1	-8.5
Cc1c(NC(=O)CSc2nnc(-c3cccnc3)n2N)c(=O)n(-c2ccccc2)n1C	-0.3	-0.2	-4.4

Only part of the results is shown; rates above refer to the full screens.
